Screens deposited in PubChem by The Scripps Research Institute Molecular Screening Center.
TCR-CD3 inh: blocks the human TCR-CD3 interaction. TAMRA-labeled TCR probe fluorescence, biochemical. 360,000 tested, 0.37% active. inhibition, % at 9.4 µM; in the data active = inhibition above about 19%;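 note: recombinant mutant TCR 2C K166C tagged with TAMRA read by polarization; 0% = receptor in buffer alone and 100% = receptor with positive control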
PRMT1 inh: PRMT1 (human) inhibition, primary screen | Q99873 | recombinant PRMT1, activity-based probe fluorescence polarization | inhibition, % at 2.79 µM | 370,000 tested, 1.3% active | AID 652257;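 active = inhibition above about 21% made by adding two undisclosed values, limit read from the data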
Target sequence (Q99873 whole entry, looked up): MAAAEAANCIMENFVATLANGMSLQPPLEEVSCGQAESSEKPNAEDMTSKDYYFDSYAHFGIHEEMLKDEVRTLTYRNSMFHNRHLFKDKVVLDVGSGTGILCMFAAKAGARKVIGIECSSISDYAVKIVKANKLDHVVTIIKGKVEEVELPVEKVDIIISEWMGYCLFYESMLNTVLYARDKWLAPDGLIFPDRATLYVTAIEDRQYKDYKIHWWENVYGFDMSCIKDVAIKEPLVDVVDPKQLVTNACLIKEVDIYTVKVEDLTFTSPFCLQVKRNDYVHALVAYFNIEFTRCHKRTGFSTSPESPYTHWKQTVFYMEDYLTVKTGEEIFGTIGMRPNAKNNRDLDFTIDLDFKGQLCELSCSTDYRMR
MBD2 inh: inhibitors of human MBD2 binding to methylated oligonucleotide | AID 686964 | 370,000 tested, 0.31% active | TR-FRET | inhibition, % at 4.4 µM; in the data active = inhibition above about 13%
Target sequence (Q9UBB5 whole entry, looked up): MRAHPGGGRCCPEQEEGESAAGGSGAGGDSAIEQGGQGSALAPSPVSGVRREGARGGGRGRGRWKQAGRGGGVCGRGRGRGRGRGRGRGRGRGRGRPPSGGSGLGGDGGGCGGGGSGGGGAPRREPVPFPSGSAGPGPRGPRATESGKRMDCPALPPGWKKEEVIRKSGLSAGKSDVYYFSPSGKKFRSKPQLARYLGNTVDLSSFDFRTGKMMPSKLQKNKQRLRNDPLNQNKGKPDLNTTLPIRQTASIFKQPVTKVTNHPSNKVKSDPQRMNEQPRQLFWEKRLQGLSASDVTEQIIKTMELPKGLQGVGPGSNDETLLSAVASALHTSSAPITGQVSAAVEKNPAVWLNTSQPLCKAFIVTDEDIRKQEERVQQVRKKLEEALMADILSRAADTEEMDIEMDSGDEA
TDP2 inh: TDP2 (human) inhibition, absorbance primary screen | 370,000 tested, 0.34% active | inhibition, % at 12.8 µM | O95551 | recombinant TDP2, T5PNP hydrolysis, p-nitrophenol absorbance 415 nm;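 active = inhibition above the mean of all tested compounds plus 3 SD, set per campaign, cut at about 25% in these data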;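 note: 0% = DMSO with enzyme and 100% = buffer with substrate but no TDP2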
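Material: recombinant human TDP2; quantity: TDP2 enzyme at 120 nM final; medium: Tris-HCl pH 7.5 with MgCl2; compound: single concentration, 12.8 µM nominal, with 1% DMSO; incubation: 2 h enzyme incubation at 37 °C; signal: epi absorbance; measure: percent inhibition; benchmarks: high control without enzyme, low control DMSO plus TDP2; repeats: singlicate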
Tn6 DDE FP: inhibitors of Tn6 peptide binding to human fibrin DD(E). inhibition, % at 8.3 µM. 370,000 tested, 0.21% active. P02675. Fibrin DD(E) TRITC-Tn6 fluorescence polarization displacement;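 active = inhibition above a per-campaign cutoff: mean of compounds within control limits plus 3 SD, cut at about 15% in these data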;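 note: 0% = median of all compound wells on the plate and 100% = blocking peptide control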
SIAE primary: inhibitors of human sialic acid acetylesterase SIAE. inhibition, % at 9.66 µM. 370,000 tested, 0.69% active. AID 1053197. Q9HAT2. SIAE FP-Rh probe binding, fluorescence polarization;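 active = inhibition above a cutoff: mean of compounds within the control limits plus 3 SD of those, cut at about 17% in these data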;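 note: 0% = plate median of compound wells and 100% = probe without SIAE protein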
KLK7 zymogen act: activators of human kallikrein-7 zymogen. purified proKLK7, EDANS-DABCYL substrate fluorescence; 100% is mature enzyme control, 0% vehicle. 370,000 tested, 0.9% active. AID 652039. activation, % at 7 µM;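 active = activation above the mean of all tested compounds plus 3 SD, computed per campaign excluding outliers beyond control limits, cut at about 13% in these data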
Target sequence (P49862 whole entry, looked up): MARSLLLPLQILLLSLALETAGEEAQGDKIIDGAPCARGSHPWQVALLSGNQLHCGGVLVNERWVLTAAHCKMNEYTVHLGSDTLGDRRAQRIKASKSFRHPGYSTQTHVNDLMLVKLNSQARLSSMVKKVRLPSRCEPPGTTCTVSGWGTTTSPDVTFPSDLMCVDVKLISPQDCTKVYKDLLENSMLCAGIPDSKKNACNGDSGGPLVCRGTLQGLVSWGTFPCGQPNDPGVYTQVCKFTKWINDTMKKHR
LEDGF integ inh: blocks HIV-1 LEDGF/p75-dependent DNA integration; TR-FRET IN-LEDGF/p75 DNA integration, Eu/Cy5; inhibition, % at 3.7 µM; 370,000 tested, 0.64% active; AID 743269;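 active = inhibition above the screen-wide mean plus 3 SD, cut at about 13% in these data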;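 note: signal is the Cy5 over europium emission ratio at 671 and 618 nm; 0% = plate median of compound wells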
DDE Tn7 FP inh: disrupts Tn7 cyclic peptide binding to fibrin D-Dimer-E complex | 370,000 tested, 0.13% active | P02675 | FP displacement of FITC-Tn7 peptide from fibrin DD(E); 0% = median of compound wells per plate | inhibition, % at 8.3 µM;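 active = inhibition above the mean of compounds falling within the control limits plus 3 SD of them, cut at about 14% in these data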;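 note: 0% = plate median of compound wells and 100% = 10 µM Aha-Tn7 peptide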
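Assay system: human fibrin DD(E) protein / Input: 2 µM fibrin DD(E) / Benchmarks: high control of 10 µM Aha-Tn7 peptide / Measured by: fluorescence polarization of the labelled Tn7 tracer / Medium: Tris buffer with calcium and detergent, pH 7.8 / Timing: 10 min compound pre-incubation, 3 h probe incubation at room temperature / Repeats: one replicate per compound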
UHRF1 MBD2 ctr: blocks human UHRF1 binding to methylated DNA | UHRF1 binding to methylated oligo, TR-FRET | inhibition, % at 4.4 µM | 370,000 tested, 0.75% active | AID 687016; in the data active = inhibition above about 21%;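 note: UHRF1 SRA domain binding a hemimethylated CpG hairpin DNA probe; 0% = median of test compound wells and 100% = reference inhibitor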
Numbers without * were called inactive; · = no result given.

structure	TCR-CD3 inh	PRMT1 inh	MBD2 inh	TDP2 inh	Tn6 DDE FP	SIAE primary	KLK7 zymogen act	LEDGF integ inh	DDE Tn7 FP inh	UHRF1 MBD2 ctr
O=C1CCc2cc(S(=O)(=O)N3CCN(c4ccccc4)CC3)cc3c2N1CCC3	-7	1	3	-10	-3	2	-0.9	-4	-2	4
O=C(COc1cccc(OC(F)F)c1)Nc1ccc(SC(F)F)cc1	5	-1	-6	-10	-8	-16	0.2	-2	4	1
Cc1cc2cc3c(cc2nc1SCC(=O)O)CCC3	-1	-1	-2	7	4	-6	0.5	4	3	-1
COc1ccc(C2c3c(c(C)c(C)oc3=O)Oc3c(C)c(C)oc(=O)c32)cc1	1	-1	1	3	-2	7	-0.1	0	-3	0
CCON1C(=O)C(C)(C)N(OCC)C(=O)C1(C)C	3	0	4	19	3	-5	-0.1	0	-3	5
CC(C)CCNC(=O)CN(C(=O)CCC(=O)Nc1ccccn1)c1ccc2c(c1)OCCO2	6	1	-2	1	7	-3	-0.8	3	-4	-6
COc1ccc(-n2ncc3c2CC(C)(C)CC3NC(=O)CCCN2CCCC2=O)cc1 (stereo not drawn)	2	0	1	11	-5	1	0.3	1	0	-1
CN(C)C(=O)c1cc(C(=O)c2ccc(C(F)(F)F)cc2F)c[nH]1	-2	5	-1	3	-2	-4	0.5	-2	-3	3
Cc1ccc(Cn2c(C(C)Nc3nc(-c4ccc(F)cc4)cs3)nc3cc(Cl)c(Cl)cc32)cc1 (stereo not drawn)	11	2	4	-5	4	-6	-0.2	0	-8	5
O=C(COc1ccc([N+](=O)[O-])cc1Cl)NCCN1C(=O)CSC1=O	5	2	-2	-2	-9	4	0.2	2	-2	-2
COc1ccc(C2c3[nH]c4ccccc4c3CCN2C(=O)c2cn3ccccc3n2)c(F)c1 (stereo not drawn)	-1	1	-1	-9	2	-6	1.0	2	-4	3
Cc1ccc(NCC(=O)N/N=C/c2cccn2C)cc1	8	-5	-5	13	0	3	0.2	3	5	-3
CCCCCCNC(=O)C(C#N)c1nc2ccccc2nc1N1CCOCC1 (stereo not drawn)	3	-5	0	-1	1	4	0.1	1	-2	-4
Cc1cccc(/C(N)=N/OC(=O)N2CCOCC2)c1	-2	-2	-5	-12	-4	-2	0.3	9	1	0
CCNC(=S)N/N=C/c1ccccc1[N+](=O)[O-]	2	6	-7	-7	1	1	0.1	1	-5	0
COc1ccc(CN2CC(=O)N(c3ccccc3C)C2=S)cc1OC	-9	5	-1	-10	8	1	0.0	-3	-5	2
O=C(CN1CCN(c2ccc(F)cc2)CC1)N(C1CCCC1)C1CCS(=O)(=O)C1 (stereo not drawn)	1	4	4	6	0	7	0.7	-1	-5	1
C=CCN1C(=O)[C@H](CC(=O)NCCCN2CCCC2=O)[C@@]2(C(=O)OCC)CCCC=C12	·	0	0	1	8	4	-0.4	-3	-3	2
CCOC(=S)SCc1cn2ccc(C)cc2n1	4	42*	3	6	0	11	1.2	-2	2	-2
COc1ccccc1NS(=O)(=O)c1ccc(O)c(C(=O)OCC(=O)N2CCc3ccccc32)c1	6	1	0	-15	-6	-3	0.1	1	-8	3
Cc1ccc(N(C(=O)c2snc(C(N)=O)c2N)C(C(=O)NC2CCCC2)c2ccncc2)cc1 (stereo not drawn)	-3	-6	-4	-8	-2	0	-0.8	0	-1	0
COC(=O)c1ccc2nc(-c3ccc(OC)c(OC)c3)c(Cc3ccc(C)cc3)n2c1	6	1	9	-3	-1	1	-4.4	0	5	17
C/C(=N\NC(=O)c1cc(Br)ccc1O)c1cccc(NC(=O)c2ccccc2F)c1	-5	2	1	1	-10	4	1.3	-1	0	-1
Cc1sc2ncnc(OCC(=O)NC3CCS(=O)(=O)C3)c2c1C (stereo not drawn)	-7	5	3	-3	-6	2	0.5	-4	-6	-1
CC1CN(c2ccc(S(=O)(=O)N3CCCC3)cn2)CC(C)O1 (stereo not drawn)	2	-7	-5	14	-1	6	-0.1	5	-1	-2
CCN1C(=O)/C(=C/C=C2\N(CC)c3cc(S(=O)(=O)N(C)C)ccc3N2c2ccccc2)SC1=S	-48	-3	0	-4	7	-124	-0.9	-4	-1	3
CCCCNC(=O)CCn1c(=O)c2ccccc2n(Cc2ccccc2C)c1=O	-3	-3	-1	9	-8	15	-0.3	-4	0	-2
Cc1ccc(Nc2nc(N)nc(COC(=O)C3=COCCO3)n2)cc1	6	-3	-8	-2	-4	3	-0.1	5	3	0
Clc1ccc2c(c1)CNc1c(ncnc1N1CCOCC1)O2	2	-1	-1	-5	-6	-1	0.4	1	-6	1
CCOc1ccc2nc(NC(=O)CSc3ccccc3)sc2c1	0	1	0	-9	4	0	-0.1	-1	4	-1

Other results:
structure	TCR-CD3 inh	PRMT1 inh	MBD2 inh	TDP2 inh	Tn6 DDE FP	SIAE primary	KLK7 zymogen act	LEDGF integ inh	DDE Tn7 FP inh	UHRF1 MBD2 ctr
O=C(CSc1nnc(Cn2nnc(-c3ccccc3)n2)n1-c1ccccc1)Nc1ccccc1	6	-3	-3	6	-1	1	0.3	0	3	-1
CCCN(CCC)C(=O)C1CCC(CNS(=O)(=O)c2cccc3nsnc23)CC1 (stereo not drawn)	0	2	1	13	-2	3	0.9	-2	5	-1
CCOC(=O)c1c(C)n(CCOc2ccccc2)c2ccc(O)cc12	-7	8	8	-3	-4	-3	-0.2	1	1	4
Cc1cccc(N(C(=O)CNC(=O)c2ccco2)C(C(=O)NC2CCCC2)c2cccnc2)c1C (stereo not drawn)	9	1	-5	5	0	-4	-0.2	1	-4	-2
N#Cc1nc(-c2ccco2)oc1NCc1ccccc1Cl	-1	5	4	-1	2	-1	0.4	1	1	1
CS(=O)(=O)N(CC(=O)NCCSCc1ccccc1Cl)c1ccc(F)cc1	-12	-3	2	-12	-3	1	0.5	5	-6	2
O=C(Nc1nnc(CC(c2ccccc2)c2ccccc2)s1)c1ccco1	3	-1	0	5	11	-9	-0.3	2	-7	-3
CCOc1ccccc1NCc1nnc(-c2ccccc2)o1	-5	-1	5	-3	-6	-3	0.3	-3	-5	1
Cc1nc(SC2CC(=O)N(c3ccccc3)C2=O)n[nH]1 (stereo not drawn)	-1	50*	2	4	3	2	0.1	-1	4	2
Cc1ccc(Nc2ccc(N3CCN(c4ccc([N+](=O)[O-])cc4)CC3)nn2)cc1	3	0	-9	2	0	3	-0.4	-1	-1	0
COc1cccc(-c2ccc(NC(=O)C3CCCN(Cc4cnc(C)n4C)C3)cc2)c1 (stereo not drawn)	7	1	-4	9	-6	11	0.3	5	1	-2
CCOC(=O)c1cc(C(=O)NC(C)c2ccccc2)c(C)[nH]c1=O (stereo not drawn)	18	-2	0	5	0	3	-0.5	2	1	-2
COc1cc(-c2ccccc2)nc2ccccc12	-2	1	8	-2	3	-3	-0.5	2	6	-1
O=C(OCC1CC(c2ccccc2)=NO1)c1ccco1 (stereo not drawn)	-2	2	1	4	5	-4	0.0	-2	-3	-1
COCCNc1nc2c(c(=O)[nH]c(=O)n2C)n1CCCc1ccccc1	5	-4	-4	9	7	5	0.0	2	4	0
COc1ccc(Cl)cc1S(=O)(=O)N(C)CC(=O)N1CCCC1	0	-2	-8	-13	-5	0	0.3	2	0	0
Cc1noc(C)c1S(=O)(=O)N1CCC(C(=O)NC2CCCc3ccccc32)CC1 (stereo not drawn)	1	1	-3	-3	-1	-4	0.2	-1	-4	4
Cc1c(NC(=O)C(C)OC(=O)c2sc3ccccc3c2Cl)c(=O)n(-c2ccccc2)n1C (stereo not drawn)	3	-2	-2	9	-6	6	-0.2	5	3	-3
O=C(NCC(c1ccco1)N1CCN(c2ccc(F)cc2)CC1)c1ccc2c(c1)OCO2 (stereo not drawn)	6	4	2	6	7	5	-0.5	0	-3	1
CNC(=S)N(CCc1c(C)[nH]c2ccc(F)cc12)Cc1ccco1	-4	2	3	5	4	5	0.1	-2	7	1
O=[N+]([O-])c1cccc(S(=O)(=O)/N=C(/Nc2ccccc2)c2ccccc2)c1	1	0	-3	0	-1	0	0.1	-1	12	-2
CCOC(=O)c1ccc(NC(=S)N(CCCN2CCN(CC)CC2)Cc2cccs2)cc1	9	0	-5	8	3	2	-0.2	3	-5	-1
CCN1CCC(C(=O)NC(c2ccc(F)cc2)c2ncccc2C)CC1 (stereo not drawn)	0	2	2	-9	-4	-2	-0.4	2	2	4
CCCc1cc(=O)n2[nH]c(Cc3ccccc3)nc2n1	1	-1	-4	-5	-1	2	-0.3	-3	0	3
CC(C(=O)Nc1ccc(S(=O)(=O)N2CCCC2)cc1)N(C)Cc1ccc(F)cc1 (stereo not drawn)	-8	0	5	-4	3	4	-0.4	-5	-2	-1
COc1ccc(-c2csc(NC(=O)C3COc4ccccc4O3)n2)cc1OC (stereo not drawn)	-6	1	7	-4	-5	5	-0.3	1	-2	2
CCOC(=O)N1CCN(C(=O)c2ccc(S(=O)(=O)Nc3ccccc3)cc2)CC1	-4	3	5	-9	-11	-8	-0.6	-5	1	4
COC(=O)N/N=C/c1cn(CCCOc2ccccc2)c2ccccc12	0	-2	5	-6	10	8	-0.7	-2	-1	-1
c1cncc(-c2nc(NCCCN3CCOCC3)c3c4c(sc3n2)CCC4)c1	5	0	-1	-6	0	-7	-0.8	1	1	11
CC1CCN(S(=O)(=O)c2ccc(NC(=O)Cc3ccc(S(=O)(=O)N4CCOCC4)s3)cc2)CC1	1	6	0	4	-9	-60	-0.3	-5	3	2
C/C(=C\C(=O)c1ncc(C(F)(F)F)cc1Cl)N(C)C	3	2	10	13	-1	-1	-0.6	-2	-3	7
COc1ccc(CN(C2CCCC2)S(=O)(=O)c2ccc(-n3cnnn3)cc2)cc1OC	82*	1	-2	-5	-3	5	0.8	1	-1	4
CCOc1ccccc1C1C(C(=O)OC)=C(N)OC2=C1C(=O)CCC2 (stereo not drawn)	-7	5	0	-6	3	2	0.5	1	4	2

Part of the list above in order of heavy-atom count, largest number first.
structure	TCR-CD3 inh	PRMT1 inh	MBD2 inh	TDP2 inh	Tn6 DDE FP	SIAE primary	KLK7 zymogen act	LEDGF integ inh	DDE Tn7 FP inh	UHRF1 MBD2 ctr
COc1ccc(C2c3[nH]c4ccccc4c3CCN2C(=O)c2cn3ccccc3n2)c(F)c1 (stereo not drawn)	-1	1	-1	-9	2	-6	1.0	2	-4	3
O=[N+]([O-])c1cccc(S(=O)(=O)/N=C(/Nc2ccccc2)c2ccccc2)c1	1	0	-3	0	-1	0	0.1	-1	12	-2
COc1ccc(CN2CC(=O)N(c3ccccc3C)C2=S)cc1OC	-9	5	-1	-10	8	1	0.0	-3	-5	2
